High-throughput results deposited in PubChem by The Scripps Research Institute Molecular Screening Center.
PME-1 inh: PME-1 inhibitors via competitive probe labeling, primary screen, biochemical, fluorescence polarization, FP-Rh probe, HTS. recombinant PME-1. actives 0.53% (n = 320,000). inhibition, % at 5.9 µM;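 active = inhibition above the campaign mean of all compounds plus 3 SD, cut at about 26% in these data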;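 also: competitive labeling of PME-1 active site by serine hydrolase directed probe; 0% = PME-1 with DMSO and 100% = wells lacking PME-1 enzyme; inhibitors block probe labeling so polarization falls and inhibition rises; many of its hits are not listed in these tables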
LYPLA1 inh: LYPLA1 inhibitors, primary screen, counter-screen for PME1 inhibitor project, biochemical, fluorescence polarization, FP-Rh probe ABPP | Acyl-protein thioesterase 1 (Homo sapiens), O75608 | recombinant LYPLA1 | inhibition, % at 5.9 µM | actives 0.16% (n = 320,000);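 active = inhibition above the mean of all tested compounds plus 3 SD, set per campaign, cut at about 14% in these data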;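 also: inhibitors block serine hydrolase probe labeling of LYPLA1 so polarization falls; 0% = enzyme with DMSO and 100% = wells lacking LYPLA1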
Target sequence (O75608 whole entry, looked up): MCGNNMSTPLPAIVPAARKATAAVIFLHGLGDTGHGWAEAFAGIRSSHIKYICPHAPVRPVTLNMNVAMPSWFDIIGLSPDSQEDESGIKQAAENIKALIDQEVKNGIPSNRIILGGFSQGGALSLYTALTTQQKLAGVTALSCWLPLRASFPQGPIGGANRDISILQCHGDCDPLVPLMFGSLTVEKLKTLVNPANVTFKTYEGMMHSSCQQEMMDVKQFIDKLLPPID
PAFAH2 FP inh: PAFAH2 enzyme inhibitors, primary screen, biochemical, fluorescence polarization, human; Platelet-activating factor acetylhydrolase 2, cytoplasmic (Homo sapiens), Q99487; inhibition, % at 3.39 µM; actives 0.99% (n = 340,000); recombinant PAFAH2, FP-rhodamine activity probe;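 active = inhibition above the mean over all tested compounds plus 3 SD, cut at about 30% in these data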;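 also: inhibitors block probe labeling of enzyme so polarization drops; 0% = enzyme with DMSO and 100% = wells lacking PAFAH2 protein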
pPAFAH FP inh: pPAFAH enzyme inhibitors, primary screen, biochemical, fluorescence polarization, human; Platelet-activating factor acetylhydrolase (Homo sapiens), Q13093; recombinant pPAFAH, FP-rhodamine probe fluorescence polarization; inhibition, % at 3.39 µM; actives 1.5% (n = 330,000); AID 463082, 2010;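 active = inhibition above the mean inhibition across the screen plus 3 SD, cut at about 25% in these data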;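 also: inhibitors block binding of the rhodamine activity-based probe so polarization drops; 0% = enzyme with DMSO and 100% = wells lacking pPAFAH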
Target sequence (Q13093 whole entry, looked up): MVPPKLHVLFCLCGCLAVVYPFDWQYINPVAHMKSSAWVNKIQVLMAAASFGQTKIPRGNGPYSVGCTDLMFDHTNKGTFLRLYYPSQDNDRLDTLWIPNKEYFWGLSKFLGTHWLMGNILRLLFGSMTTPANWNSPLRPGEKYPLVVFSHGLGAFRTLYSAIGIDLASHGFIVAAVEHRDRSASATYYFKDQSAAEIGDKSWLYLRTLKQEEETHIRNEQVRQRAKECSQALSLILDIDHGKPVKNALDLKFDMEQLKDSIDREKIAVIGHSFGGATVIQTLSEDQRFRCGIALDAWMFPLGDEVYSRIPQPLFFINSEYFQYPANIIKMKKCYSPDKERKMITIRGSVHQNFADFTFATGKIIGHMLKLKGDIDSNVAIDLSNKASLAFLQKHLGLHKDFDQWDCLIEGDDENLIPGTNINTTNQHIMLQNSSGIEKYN
PAFAH1B2 inh: PAFAH1B2 enzyme inhibitors, primary screen, biochemical, fluorescence polarization, human; inhibition, % at 3.39 µM; Platelet-activating factor acetylhydrolase IB subunit alpha2 (Homo sapiens), P68402; recombinant PAFAH1B2, FP-rhodamine activity probe; actives 1.2% (n = 340,000); AID 492953, 2010;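 active = inhibition above the mean of all tested compounds plus 3 SD, cut at about 24% in these data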;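 also: 0% = enzyme with DMSO and 100% = wells lacking PAFAH1B2; many of its hits are not listed in these tables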
PAFAH1B3 inh: PAFAH1B3 enzyme inhibitors, primary screen, biochemical, fluorescence polarization, human; Platelet-activating factor acetylhydrolase IB subunit alpha1 (Homo sapiens), Q15102; recombinant PAFAH1B3, FP-rhodamine probe; inhibition, % at 3.39 µM; actives 0.28% (n = 340,000);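 active = inhibition above the screen-wide average of all tested compounds plus 3 SD, cut at about 25% in these data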;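 also: 0% = enzyme with DMSO only and 100% = wells lacking PAFAH1B3 protein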
Target sequence (Q15102 whole entry, looked up): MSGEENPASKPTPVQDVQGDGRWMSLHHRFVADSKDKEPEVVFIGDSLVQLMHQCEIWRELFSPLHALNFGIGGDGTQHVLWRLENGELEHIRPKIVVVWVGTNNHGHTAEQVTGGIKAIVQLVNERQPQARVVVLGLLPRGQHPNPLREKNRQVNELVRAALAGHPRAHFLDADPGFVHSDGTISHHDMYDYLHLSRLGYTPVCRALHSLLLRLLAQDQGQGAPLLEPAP
GSTO1 counter: inhibitors of recombinant GSTO1, primary screen, counter-screen for RBBP9 inhibitor project, biochemical, fluorescence polarization | AID 1974, 2009 | actives 1.1% (n = 300,000) | inhibition, % at 5.96 µM | activity-based probe fluorescence polarization | Glutathione S-transferase omega-1 (Homo sapiens), P78417;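 active = inhibition above the campaign mean inhibition plus 3 SD, cut at about 35% in these data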;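 also: 0% = GSTO1-1 with DMSO and 100% = wells lacking GSTO1-1 enzyme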
Fam108B counter: mouse Fam108B serine hydrolase inhibitors, primary screen, counter-screen for RBBP9 inhibitor project, biochemical, fluorescence polarization | AID 1947, 2009 | inhibition, % at 9.51 µM | actives 0.33% (n = 300,000) | recombinant Fam108B, FP-Rh probe fluorescence polarization;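 active = inhibition above the screen mean inhibition plus 3 SD, computed separately per campaign, cut at about 18% in these data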;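 also: inhibitors lower polarization as less probe binds the enzyme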
PAD4 inh: human PAD4 inhibitors, primary screen, biochemical, fluorescence polarization, 1536-well format; Protein-arginine deiminase type-4 (Homo sapiens), Q9UM07; recombinant PAD4, RCA probe fluorescence polarization; actives 0.41% (n = 330,000); inhibition, % at 6.36 µM;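 active = percent inhibition above a cutoff equal to the mean of all tested compounds plus 3 SD, cut at about 15% in these data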;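 also: 0% = PAD4 with RCA probe and DMSO and 100% = probe without PAD4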
* = called active by the depositor; x = no result given. Some of the compounds tested; rates above refer to the full screens.

SMILES	PME-1 inh	LYPLA1 inh	PAFAH2 FP inh	pPAFAH FP inh	PAFAH1B2 inh	PAFAH1B3 inh	GSTO1 counter	Fam108B counter	PAD4 inh
CCOC(=O)c1sc2nccc(N(C)C)c2c1N=CNOCc1ccccc1	2	-2	8	8	-3	-3	-5	3	-4
Cc1cccc(/C=C2/C(=O)/C(=C/c3ccccc3C)C3CCC2N3C)c1 (centres undefined)	-2	-2	7	0	-1	-4	6	-4	-2
CCCCNc1c(-c2ccc(SC(C)CC)cc2)nc2ccccn12 (centres undefined)	15	2	9	14	7	5	-4	5	1
O=[N+]([O-])c1ccccc1/C=C/CN1CCCCC1	-9	0	1	-5	-1	3	4	1	-4
COc1ccccc1C(=O)NC(=S)Nc1ccc(NC(=O)c2cccs2)cc1	-8	-9	-7	-2	-5	-11	0	-22	3
O=C(CSc1nccc(-c2ccc(Br)cc2)n1)NCCc1ccccc1	-1	2	3	-3	-5	7	6	-2	-4
O=C(Nc1nc(-c2ccccc2)cs1)c1ccccc1NS(=O)(=O)c1ccc(F)cc1	18	-7	-6	22	6	9	-57	24*	-8
CC1CCc2c(sc3nc(CSc4n[nH]c(N)n4)[nH]c(=O)c23)C1 (centres undefined)	6	-2	-6	-1	10	8	-8	3	-4
CCCn1c(SCC(=O)NC23CC4CC(CC(C4)C2)C3)n[nH]c1=O	-2	0	2	2	14	5	8	-3	-1
C=CCN1C(=O)CS/C1=N\N=C\c1cccc([N+](=O)[O-])c1	-2	3	-5	4	-4	9	4	-2	0
CCOC(=O)C1=C(C)N(c2ccc(C)c(C)c2)C(=O)/C1=C\c1ccco1	4	-3	0	-1	4	2	8	1	2
COc1ccc2c(c1)c(C(=O)O)c(C)n2-c1ccc(Cl)cc1	2	5	7	8	0	5	5	2	0
C[C@H](CO)N1C[C@H](C)[C@@H](CN(C)C(=O)Nc2ccccc2)Oc2c(NC(=O)C3CCCCC3)cccc2C1=O	x	x	-4	5	0	8	x	x	4
CS(=O)(=O)NCc1ccccc1Br	1	0	x	-6	x	x	x	x	3
COCCN(CC(=O)NCC1CCCO1)C(=O)CCC(=O)Nc1cc(C)ccn1 (centres undefined)	5	1	1	1	1	1	-2	-6	2
COc1ccc(CCN(C)C(=S)Nc2ccc(SC(F)F)cc2)cc1OC	-6	1	-5	-1	-1	10	-1	-6	-1
COc1ccc(-n2c(C)nc(=O)c(-c3ccccc3)c2C)cc1	-1	-1	1	-4	6	3	4	0	3
COC(=O)CSCc1nc2ccccc2[nH]c1=O	4	3	3	7	5	6	3	1	-6
COc1cc(OC)cc(C(=O)N2CCN(C(=O)Cc3ccccc3)CC2)c1	5	-1	5	0	-4	-2	-4	-3	-3
Cc1cccc(NC(=S)N/N=C(\c2ccccc2)C(C)C)c1	2	1	3	1	12	3	-16	-1	-3
CC(=O)N1CCN(c2ccccc2NC(=O)Cc2ccc(Cl)cc2)CC1	-1	-3	0	8	3	4	1	2	0
N#CC1=C(N)S[C@H](C(=O)C23CC4CC(CC(C4)C2)C3)[C@H]1c1ccncc1	6	1	7	-1	28*	3	10	1	-1
COCCNC(=O)c1sc2nc(-c3ccccc3)cn2c1C	3	-2	3	7	7	10	-10	0	1
c1ccc(-c2n[nH]c(-c3ccccn3)n2)cc1	1	0	-1	2	2	12	-3	-7	-2
COc1cccc2cc(-c3nc(-c4cccs4)cs3)c(=O)oc12	5	-2	-2	1	10	5	-4	5	-7

More results.
SMILES	PME-1 inh	LYPLA1 inh	PAFAH2 FP inh	pPAFAH FP inh	PAFAH1B2 inh	PAFAH1B3 inh	GSTO1 counter	Fam108B counter	PAD4 inh
CCC(=O)Nc1ccc2c(c1)nc1n2CCN(CCOC)C1	-3	-1	-6	2	-1	-2	4	2	-3
Cc1cc(C)nc(SCC(=O)c2cc3ccccc3oc2=O)n1	2	2	-1	3	2	4	3	3	4
COc1ccc2nc(N(CCN(C)C)C(=O)c3ccc4ccccc4c3)sc2c1	-4	0	-3	1	1	2	-7	-2	-3
Cc1cc(N2CCN(C)CC2)nc2ccc(NC(=S)NCc3cccs3)cc12	4	4	3	7	4	3	-10	-1	3
COc1ccc(Nc2nnc(SCC(=O)/C=C3/N(C)c4ccccc4C3(C)C)s2)cc1	-8	-22	-13	10	-3	7	0	4	-11
CCOc1ccc(OCc2ccc(C(=O)NN=Cc3ccc[nH]3)cc2)cc1	x	x	1	4	4	6	x	x	-6
O=C(O)CCc1nnc(SCC(=O)Nc2ccc(Br)cc2)[nH]c1=O	-10	-4	x	-1	x	x	-3	4	0
COc1ccc(C2NC3=C(CCCC3)C(C#N)(C#N)C2(C#N)C#N)cc1 (centres undefined)	6	0	x	22	x	x	8	4	1
O=C(NCCc1ccc(F)cc1)N1CCOCC1	4	1	6	-1	2	4	-2	1	-1
Cn1c(CNC(=O)c2ccccc2F)nnc1SCc1nc2ccccc2c(=O)[nH]1	-4	-2	x	-12	x	x	3	-5	-2
CCOc1ccc(C2=CSC3=NCCN23)cc1[N+](=O)[O-]	-18	-7	9	-2	3	3	-1	3	3
CCNc1nc(NC(C)C)nc(N(C#N)C(C)C(=O)N(CC)CC)n1 (centres undefined)	4	-3	x	4	x	x	7	0	-2
C=CCn1c(CNC(=O)c2ccco2)nnc1SCC(=O)N1c2ccccc2Sc2ccccc21	-2	-2	-2	-3	4	-4	14	0	0
CCOC(=O)c1cc(S(=O)(=O)Nc2ccc(F)cc2F)cn1C	0	-2	3	6	1	0	-3	2	-1
CC(=O)N1CCN(C(=O)c2cc(C)oc2C)CC1	x	x	8	-2	7	3	x	x	0
Nc1c(Cl)nc(-c2ccccc2)nc1Cl	0	-3	0	5	4	2	6	2	2
CC(=O)c1c(C)[nH]c(C(=O)Nc2cc(C)ccc2C)c1C	-6	-1	-3	2	7	3	-6	-1	2
Cn1c(=O)c2c(ncn2CC(=O)N2CCN(c3ccc(F)cc3)CC2)n(C)c1=O	-5	1	-6	0	4	5	7	-1	1
O=C1CCN(Cc2ccc(Br)cc2)CCN1[C@H](CO)c1ccccc1	-3	-3	0	1	6	-1	-5	-4	-3
O=C(O)CSc1c(O)c2ccccc2[nH]c1=O	-1	1	1	4	-1	7	7	2	-5
CCc1ccc(NC(=O)c2cccc(C(=O)Nc3ccc(CC)cc3)n2)cc1	-38	-31	-38	-18	-9	-2	-10	-32	0
COc1ccccc1NC(=O)c1ccc(-n2cncn2)nc1	-5	4	8	4	3	4	2	2	0
Clc1ccc2scc(CN3CCCC3)c2c1	6	2	0	-4	8	-7	1	1	2
CC1(C)CC(CCC(=O)Nc2ccccc2Cl)C(=O)O1 (centres undefined)	4	1	-1	0	6	6	1	0	-1
Cc1noc(/C=C/N(C)C)c1S(=O)(=O)N1CCCC(C(=O)Nc2ccc3c(c2)OCO3)C1 (centres undefined)	6	-13	0	-3	-4	0	2	4	-6

Carrying on:
SMILES	PME-1 inh	LYPLA1 inh	PAFAH2 FP inh	pPAFAH FP inh	PAFAH1B2 inh	PAFAH1B3 inh	GSTO1 counter	Fam108B counter	PAD4 inh
Cc1ccc(CNC(=O)CCCc2nc3ccccc3s2)cc1	1	0	-10	-5	4	-9	7	1	1
Cn1c(SCC(=O)c2ccccc2)nnc1-c1cnccn1	1	0	6	0	1	2	7	3	-4
COc1ccccc1NS(=O)(=O)c1ccc2nc(CCl)[nH]c2c1	7	-1	0	3	4	6	85*	7	2
Cc1ccc(CNC(=O)C2CCC(=O)N(CCc3ccccc3)C2)s1 (centres undefined)	9	5	6	2	6	1	-4	3	-2
CSc1nnc(N(CCC#N)CCC#N)s1	-1	3	0	-3	11	7	3	1	2
COc1cc2c(=O)n(Cc3ccccc3)c(=O)n(CC(=O)C(C)(C)C)c2cc1OC	5	3	x	3	x	x	1	-4	-3
COc1ccc(-c2[nH]n(-c3ccc([N+](=O)[O-])cc3)c(=O)c2C=NCc2ccccc2)cc1	1	1	4	2	-2	5	5	-6	-1
CCOC(=O)c1c(NC(=O)COC(=O)c2cc(OC)c(OC)cc2[N+](=O)[O-])sc(C)c1CC	-3	-1	5	8	3	4	4	3	-3
COC(=O)c1ccccc1NC(=O)C1CCCN(S(=O)(=O)c2ccccc2)C1 (centres undefined)	2	0	-9	-1	5	-6	11	5	-1
CCC(=O)NC(Nc1cc(C)ccn1)(C(F)(F)F)C(F)(F)F	-5	-3	-5	0	9	6	2	1	0
Cc1cc(Cl)ccc1OCC(=O)Nc1nc(-c2cccnc2)cs1	-1	-3	-12	3	-3	-2	0	7	2
COc1ccc(NC(=O)CN(c2ccc(C(C)C)cc2)S(=O)(=O)c2c(C)noc2C)cc1OC	1	0	15	-4	6	3	-2	0	-2
CC(C)NC(=O)NC(=O)COC(=O)c1ccc([N+](=O)[O-])cc1Cl	-5	2	1	2	0	0	2	1	-6
CC(=O)Nc1cccc(NC(=O)CSc2nc(=O)n(Cc3ccncc3)c3c2CCC3)c1	6	5	-3	-1	-4	-5	6	1	-1
CN(C)S(=O)(=O)c1cccc(NC(=O)COC(=O)c2cn(-c3ccccc3)nc2-c2ccccc2)c1	-65	-35	-70	-31	-34	-70	-34	-47	-6
COc1ccc(NC(=O)CNc2ccc(C#N)cc2)cc1	-1	3	3	5	-4	4	19	-3	1
COc1ccc(/C=C(\C#N)C(=O)OCC(=O)NCc2ccccc2OC)cc1	4	1	5	3	6	5	9	-2	3
Cc1cc(C)c(OCC(=O)Nc2nc3ccccc3[nH]2)c(C)c1	0	3	4	3	-3	3	6	-3	2
CCOc1cc(OCC)nc(S(C)(=O)=O)n1	-1	2	4	5	1	2	-3	5	1
Cc1oc2c(C)c3oc(=O)c(CCC(=O)NCCCCCC(=O)O)c(C)c3cc2c1C	-2	-5	12	5	2	-1	-4	-5	-5
COc1ccc(-c2ccc(SCC(=O)N3CCN(c4ccccc4)CC3)nn2)cc1	-1	5	2	2	5	5	-3	1	-2
COc1ccccc1CNC(=O)CNCCc1ccc(OC)c(OC)c1	0	0	-3	-2	-3	14	5	-1	-2
CCN(CC(=O)Nc1c(F)cccc1F)C(=O)COc1cccc2c1OC(C)(C)C2	1	1	6	1	1	6	8	0	-1
O=C1CCC(CCC(=O)N2CCCC(C(=O)c3ccc(Cl)cc3)C2)=NN1 (centres undefined)	1	0	1	4	5	-4	6	2	-2
O=C1NC(c2ccc(Br)cc2)=N/C1=C/c1ccco1	-1	-5	-5	4	1	1	3	1	-9
Cc1ccc(-c2nn(-c3ccccc3)cc2C(=O)Nc2ccc(C)c(S(=O)(=O)N3CCOCC3)c2)cc1	-61	-48	-101	-43	-45	-92	-26	-59	-2
Cc1onc(-c2ccccc2)c1C(=O)OCC(=O)N(C)c1ccccc1	x	x	-10	1	-1	4	x	x	-2
O=C1OC(Cc2ccccn2)C(=O)C1=C1SCCS1 (centres undefined)	1	3	-1	6	4	5	1	-4	-2
